14-3-3g Raf: modulators of 14-3-3 gamma protein binding, primary screen, biochemical, fluorescence polarization. FP, 14-3-3gamma / TMR-pS259-Raf peptide binding. 160,000 compounds, 0.19% hits. AID 422, 2006. inhibition, % at 40 µM. 14-3-3 protein gamma (Homo sapiens), P61981; in the data active = inhibition above about 30%;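 also: 0% = protein plus tracer without compound and 100% = blank with tracer alone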
Target sequence (P61981 whole entry, looked up): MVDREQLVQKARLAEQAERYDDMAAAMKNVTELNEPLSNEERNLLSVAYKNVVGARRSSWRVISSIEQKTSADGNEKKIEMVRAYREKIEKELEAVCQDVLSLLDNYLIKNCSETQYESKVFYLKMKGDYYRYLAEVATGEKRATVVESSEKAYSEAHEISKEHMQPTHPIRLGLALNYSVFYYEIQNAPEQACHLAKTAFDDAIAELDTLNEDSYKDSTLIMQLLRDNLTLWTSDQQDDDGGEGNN
* = called active by the depositor; & = joins results of further samples.

molecule	14-3-3g Raf
COc1cc2nc(CN3CCN(c4ncc(C(F)(F)F)cc4Cl)CC3)[nH]c(=O)c2cc1OC	-3
CCOc1cccc(C2Nc3cccc4cccc(c34)N2)c1O	-17
COc1cccc(N2CC(C(=O)Nc3c(C)cccc3C)CC2=O)c1 (configuration not stated)	-9
Cc1cc(Nc2ncnc3ccccc23)ccc1Br	-9
CCN(CC)S(=O)(=O)c1ccc(C(=O)N=c2sc3cc(C(=O)OC)ccc3n2C)cc1	0
CCOC(=O)c1cc2c(=O)n3ccccc3nc2n(CCCOC)c1=NC(=O)c1cccs1	-4
COc1ccc(NC(=O)C2=C(C)NC(=O)NC2c2ccccc2Br)cc1 (configuration not stated)	12
CCCCOC(=O)Nc1cc(C(=O)OC)ccc1C(=O)OC	8
Cc1ccc(-c2nnn(CC(=O)N3CCN(c4nc5ccccc5s4)CC3)n2)cc1	-5
c1ccc(-c2ccccc2-n2cnnn2)cc1	0
N#C/C=C1\Sc2ccccc2C(=O)N1CC(=O)N1CCN(S(=O)(=O)c2ccccc2)CC1	-1
O=C(c1cc2ccccc2oc1=O)N1CCSC1c1ccc(Cl)cc1 (configuration not stated)	4
O=C1c2cc3ccccc3cc2C(=O)N1c1ccc([N+](=O)[O-])cc1	0
CCN1CCCC1CNC(=O)c1cc2c(=O)[nH]c3ccccc3c2n1C (configuration not stated)	-18
CCc1nc(NCC(C)C)c(C#N)c2c1CCCC2	5
COc1ccc(CN(C)CCc2ccccn2)cc1OC	-3&-6
COc1ccc(C2C(C(C)=O)N3c4ccccc4C=CC3C2(C#N)C#N)cc1 (configuration not stated)	-104
CN(C)c1ccc(NC(=O)c2cccc(N3C(=O)CCC3=O)c2)cc1	4
CCOC(=O)C1=C(N)N(c2ccc(Cl)cc2)C2=C(C(=O)CCC2)C1c1cccs1 (configuration not stated)	-5
CC(C)(C)c1ccc2c(c1)N(CC(=O)O)C(=O)CO2	0
O=C(Nc1ccc(-c2ccc(NC(=O)c3cccc([N+](=O)[O-])c3)cc2)cc1)c1cccc([N+](=O)[O-])c1	1
CCCN(CCC)S(=O)(=O)c1ccc(F)c(C(=O)Nc2ccc(Cl)cc2)c1	-8
CC(C)c1ccc(OCC(=O)Nc2ccc(-c3nc4ncccc4o3)cc2)cc1	-3
CC1CC2(C)Oc3ccccc3C3OCC1(COC(=O)c1ccccc1)C(C)C32 (configuration not stated)	-7
Cc1ccc2c(c1)N(CCC(=O)NC1CC1)C(=O)C(C)O2 (configuration not stated)	-2
CCCCC(c1nnnn1Cc1ccco1)N1CCN(c2nc3ccccc3s2)CC1 (configuration not stated)	-3
CC(=O)Nc1cc(C(=O)NCCN2CCCCC2C)ccc1Sc1ccc(Cl)cc1 (configuration not stated)	-13
CN1C(=O)N(S(=O)(=O)c2ccc(F)c(F)c2F)C(=O)C1(C)C	-3
Cc1ccc(N2C(=O)C=CC2=O)cc1Cl	-26
COc1ccc(S(=O)(=O)CCC(=O)NCc2ccc3c(c2)OCO3)cc1	6
CSc1nsc(SCCN2C(=O)c3ccccc3C2=O)n1	-6
O=C(OCc1ccccc1)Oc1cncc(C(=O)O)c1	3&4
Nc1nonc1/C(=N/O)N1CCN(CCO)CC1	3
CCCCN1CC(C(=O)NCCc2ccc(Cl)cc2)CC1=O (configuration not stated)	0
CCC(Sc1nc(N)c(NC(=O)c2ccc(OC)c(OC)c2)c(=O)[nH]1)C(=O)OC (configuration not stated)	6
CN1C(=O)c2cccc3c(N)ccc(c23)C1=O	85*
CC(=O)c1cccc(NS(=O)(=O)c2ccc3c(c2)CCCN3C(C)=O)c1	-3
CC(=O)Nc1ccc(-c2ccc(NC(C)=O)c3c2C(=O)c2ccccc2C3=O)c2c1C(=O)c1ccccc1C2=O	-13
COc1cc(C2N(c3ccccc3)CCN2c2ccccc2)cc(OC)c1OC	-9
O=C(C1CC1)N1CCc2cc(Br)cc(S(=O)(=O)NCCc3ccc(Cl)cc3)c21	-3
CSCCC1(C(=O)O)NC(c2ccccc2O)C2C(=O)N(c3ccc(Br)cc3)C(=O)C21 (configuration not stated)	1
COc1cccc2c(Nc3cccc(Cl)c3C)cc(C)nc12	-35
NC(=O)CN1CCN(c2ccc(Cl)cc2)CC1	-6
CCc1nc(N)c(C#N)c(-c2cccnc2)c1C	2
COc1ccc(-c2nn(C)c3sc(C(=O)NCCc4ccc(Cl)cc4)cc23)cc1OC	-7
CCC1Oc2ccc(C)cc2N(CC(=O)N2CCN(c3ccc(F)cc3)CC2)C1=O (configuration not stated)	10
Cc1cccc(-n2nc3c(c2NC(=O)C2CCCC2)CS(=O)C3)c1C (configuration not stated)	1
Cc1cc(C(=O)CSc2nnc(-c3ccc(Cl)cc3)n2CC2CCCO2)c(C)n1C (configuration not stated)	-5
CCC(=O)N1C(=O)C(=O)c2ccccc21	10
O=C(NCc1ccccn1)c1c(Cl)cccc1Cl	-3
O=C(Oc1ccc(C2CCCCC2)cc1)c1ccccc1F	31*
CCC(=O)NC(=Nc1nc(C)c2cc(C)cc(C)c2n1)NC(=O)CC	-7
CCCCSc1nnc2c(n1)OC(c1ccsc1)N(C(C)=O)c1ccccc1-2 (configuration not stated)	5
C=CCN(c1ccc(C(=O)OC)cc1)S(=O)(=O)c1ccccc1	-3
Cc1onc(-c2ccccc2)c1C(=O)NCc1ccc2c(c1)OCO2	-3
CC1(C)CC(NC2CC(C)(C)NC(C)(C)C2)CC(C)(C)N1	7

The results go on.
molecule	14-3-3g Raf
COc1cccc(NC(=O)CSc2nc3c(sc4ccccc43)c(=O)n2CCN(C)C)c1	-13
Cc1ccc(N=Cc2cc3c(cc2[N+](=O)[O-])OCO3)cc1Br	-2
COC(=O)C1C2C=CC3(CN(Cc4ccco4)C(=O)C13)O2 (configuration not stated)	4&-1
Cc1[nH]nc2c1C(c1cccc(Br)c1)CC(=O)N2 (configuration not stated)	7
CCCOc1ccc(C(=O)Nc2cccc(-c3nc4ccccc4s3)c2)cc1	-19
CCCS(=O)(=O)N1CCCC(C(=O)NCCCN(Cc2ccccc2)C(C)C)C1 (configuration not stated)	-5
CC(=O)C1=C(O)C(=O)N(CCN2CCOCC2)C1c1ccccc1[N+](=O)[O-] (configuration not stated)	-5
Cc1ccc(S(=O)(=O)N2CCN(c3ccc([N+](=O)[O-])c(NCCOc4ccc(Cl)cc4)c3)CC2)cc1	-14
COc1ccc(C(=O)NCCNC(C)=O)cc1S(=O)(=O)NCc1ccc(Cl)cc1	0
COc1ccc(CCn2c(-c3ccc(S(=O)(=O)N4CCOCC4)cc3)csc2=Nc2cccc(C(F)(F)F)c2)cc1OC	-3
COc1ccccc1CNc1ccc(C(=O)Nc2ccc(C(C)C)cc2)cc1[N+](=O)[O-]	2
CNC(=O)N(O)C1N(C)C(=O)N(CC(=O)OC)C1(C)C (configuration not stated)	-11
CCC(=O)Nc1ccc(NC(=O)c2cccc(OC)c2)nc1	-2
CC(=O)Nc1ccc(S(=O)(=O)N2CCN(c3cc(C)nc4ccccc34)CC2)cc1	-6&9
C=CCN1C(=O)C2C3C=CC(C2C1=O)C1C2C(=O)N(CC=C)C(=O)C2C31 (configuration not stated)	2
COc1cc2c(cc1OC)C(COc1cc(C)cc(C)c1)N(C(=O)Nc1ccccc1)CC2 (configuration not stated)	-20

Quoted from the listing:
14-3-3g Raf result of CNC(=O)N(O)C1N(C)C(=O)N(CC(=O)OC)C1(C)C (configuration not stated) reads -11
14-3-3g Raf result of CCC(=O)Nc1ccc(NC(=O)c2cccc(OC)c2)nc1 reads -2

Next section:
molecule	14-3-3g Raf
COc1ccc(C2CC(=O)C3=C(C2)Nc2ccccc2NC3c2ccccc2OCc2ccccc2)cc1 (configuration not stated)	7
O=C(NCC1CCCCC1)C1CCCN(C(=O)NC2CCCCC2)C1 (configuration not stated)	-2
Cc1cccc(NC(CC(=O)c2ccccc2)c2ccccc2)c1C (configuration not stated)	0
CCOC(=O)c1cc(NC(=O)N2CCCCC2)c(C)nc1C	7
COc1cc(-c2nc(Cc3c(F)cccc3Cl)no2)cc(OC)c1OC	8
O=c1cc(-c2ccc(O)cc2)oc2ccccc12	3
CC(=O)N1CCc2cc(Br)cc(S(=O)(=O)N3CCN(C(=O)c4ccco4)CC3)c21	-2&0
Cc1nnc(SCc2nc3ccccc3[nH]2)s1	-10
COc1cc2c(cc1OC)C(COc1ccc3c(C)cc(=O)oc3c1)N(C(=O)c1cccc([N+](=O)[O-])c1C)CC2 (configuration not stated)	2
C=C(C)Cn1c(N2CCN(CC)CC2)nc2c1c(=O)[nH]c(=O)n2C	-1
O=C1c2cc3ccccc3cc2C(=O)N1c1ccc(I)cc1	-6
Cc1cccc(S(=O)(=O)Nc2cccc(-c3cn4ccsc4n3)c2)c1	1
CCOC(=O)C(CCc1nnc(N)s1)C(=O)OCC	-9
COc1ccc(-c2cc3ccccc3n2CC(O)Cn2nc(C)cc2C)cc1 (configuration not stated)	-1
N#CCC(=O)Nc1ncn(Cc2ccccc2Cl)n1	-5
O=C(Nc1nc2ccccc2s1)C1CC(=O)N(c2cccc([N+](=O)[O-])c2)C1 (configuration not stated)	-6
Cc1nn(CC(=O)Nc2ccc(OCC(=O)N3CCN(c4ccccc4)CC3)cc2)c(=O)c2ccccc12	-4
CSc1nc(SC)c2c3c(sc2n1)COC(C)(C)C3	-335
Cc1nc2ccccc2c2c1CC(CBr)O2 (configuration not stated)	-7
CCCC(=O)Nc1ccc(NC(=O)c2cccs2)cn1	-2
CC(C)Sc1oc(-c2cccs2)nc1S(=O)(=O)c1ccc(Cl)cc1	-126
CCOC(=O)c1c(NC(=O)c2ccccc2)sc(C(=O)N2CCCCC2)c1C	1
O=c1c2c(sc3ccccc13)NCN(Cc1ccccc1)C2	14
CN(C)c1ccc(C(=O)N2N=C(c3cccc(Br)c3)CC2(O)C(F)(F)F)cc1 (configuration not stated)	-2

Shown with values ahead of the structure: entries from further up
14-3-3g Raf	mol
0	Cc1cccc(NC(CC(=O)c2ccccc2)c2ccccc2)c1C (configuration not stated)
7	CCOC(=O)c1cc(NC(=O)N2CCCCC2)c(C)nc1C
8	COc1cc(-c2nc(Cc3c(F)cccc3Cl)no2)cc(OC)c1OC
3	O=c1cc(-c2ccc(O)cc2)oc2ccccc12
-2&0	CC(=O)N1CCc2cc(Br)cc(S(=O)(=O)N3CCN(C(=O)c4ccco4)CC3)c21
-10	Cc1nnc(SCc2nc3ccccc3[nH]2)s1
2	COc1cc2c(cc1OC)C(COc1ccc3c(C)cc(=O)oc3c1)N(C(=O)c1cccc([N+](=O)[O-])c1C)CC2 (configuration not stated)
-1	C=C(C)Cn1c(N2CCN(CC)CC2)nc2c1c(=O)[nH]c(=O)n2C
-6	O=C1c2cc3ccccc3cc2C(=O)N1c1ccc(I)cc1
1	Cc1cccc(S(=O)(=O)Nc2cccc(-c3cn4ccsc4n3)c2)c1
-9	CCOC(=O)C(CCc1nnc(N)s1)C(=O)OCC
-1	COc1ccc(-c2cc3ccccc3n2CC(O)Cn2nc(C)cc2C)cc1 (configuration not stated)
-5	N#CCC(=O)Nc1ncn(Cc2ccccc2Cl)n1
-6	O=C(Nc1nc2ccccc2s1)C1CC(=O)N(c2cccc([N+](=O)[O-])c2)C1 (configuration not stated)
-4	Cc1nn(CC(=O)Nc2ccc(OCC(=O)N3CCN(c4ccccc4)CC3)cc2)c(=O)c2ccccc12
-335	CSc1nc(SC)c2c3c(sc2n1)COC(C)(C)C3
-7	Cc1nc2ccccc2c2c1CC(CBr)O2 (configuration not stated)
-2	CCCC(=O)Nc1ccc(NC(=O)c2cccs2)cn1
-126	CC(C)Sc1oc(-c2cccs2)nc1S(=O)(=O)c1ccc(Cl)cc1

Carrying on:
molecule	14-3-3g Raf
COc1cccc(NC(=O)c2ccccc2SC)c1	-5
CCS(=O)(=O)N1CCC(C(=O)NCC2CCCO2)CC1 (configuration not stated)	-4&-10
COc1ccc(-n2nc(C(=O)Nc3ccc(Oc4ccccc4)cc3)c3ccccc3c2=O)cc1	3
Cc1cc(N(C)C)c(C#N)c(N2CCOCC2)n1	-7
CCN1CCN(Cc2ccccc2NC(=O)Nc2ccc(C)cc2)CC1	0
CCC(C)c1ccc(NC(=O)c2cc3ccccc3c(=O)o2)cc1 (configuration not stated)	7
Nc1c(-c2ccccc2)n[nH]c1-c1ccccc1	-5
CCc1ccc(C2=CC(c3cc(OC)c(OC)c(OC)c3)n3ncnc3N2)cc1 (configuration not stated)	-2
O=C(NC1CCCCC1)NC1CC2CCC(C1)N2C(=O)NCc1ccccc1 (configuration not stated)	-1
COc1ccc(CCNS(=O)(=O)c2ccc3c(c2)CCN3C(=O)CCC(=O)O)cc1OC	-3
OC(COCc1ccccc1)CN1CCN(c2ccccc2F)CC1 (configuration not stated)	11
Cc1nc(Nc2ccc(S(=O)(=O)Nc3nccs3)cc2)sc1C(=O)Nc1ccccc1	-15
O=C1c2ccccc2S(=O)(=O)N1CC(O)COc1ccc(Br)cc1 (configuration not stated)	-3
Cc1nc(SCn2nnc3ccccc3c2=O)nc(C)c1C	5
COc1ccc(C2C3=C(CCCC3=O)Nc3nc(SC)[nH]c(=O)c32)cc1OC (configuration not stated)	-6
COc1ccccc1NC(=O)Cn1c(=O)n2nc(C)nc2c2ccccc21	-1
CCOC(=O)c1sc2nc(SCc3cc(=O)n4cc(Cl)ccc4n3)n(CC3CCCO3)c(=O)c2c1C (configuration not stated)	-8
C=CCNc1nc(C)nc(OC)n1	-2&-3
COc1ccc(C(C(=O)NC2CCCCC2)N2CCc3ccccc32)cc1 (configuration not stated)	-8
O=C(Cn1c(=O)n(Cc2ccc3c(c2)OCO3)c(=O)c2ccccc21)NCc1ccco1	-15
Cc1ccc(S(=O)(=O)N2CCN(C(=O)CN3CCCC3)C2C(C)C)cc1 (configuration not stated)	2

Source: PubChem

Not all compounds are listed, so the mix of outcomes need not match the whole.
